Screening data from PubChem.
RSV antiviral HEp-2: RSV antiviral activity via CPE protection, HEp-2 cells, primary 10 µM value included (AID 2391); HEp-2 cells, RSV-induced CPE inhibition; higher % means a stronger effect; CPE inhibition, % at 10 µM; hits with a dose series show IC50 in µM; hit rate 0.13% among 310,000; in the data active = a potency from the dose series; inconclusive = CPE inhibition mostly from about 23% at the one dose, without a potency; inactive = the rest, 99 in 100 with CPE inhibition below about 21%; note: strong numbers were not always called active
PhoP inhibition: PhoP-dependent GFP reporter repression – Salmonella Typhimurium, primary screen (AID 1863) | S. Typhimurium PhoP-regulated promoter GFP reporter, 4 h; higher % means a stronger effect | hit rate 0.16% among 300,000 | inhibition, % at 50 µM; hits with a dose series show IC50 in µM;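 active = inhibition over 29.93%, a cutoff 3 SD above the screen mean, later confirmed by dose response; inconclusive = inhibition over 29.93% but no dose response follow-up; inactive = inhibition at most 29.93% or unconfirmed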;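 note: 0% = low Mg2+ inducing control and 100% = high Mg2+ repressing control; strong numbers were not always called active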
K1F lysis inhibition: inhibition of K1F phage lysis, E. coli UTI89, bacterial capsule biogenesis inhibitors, alamar blue (AID 488966); E. coli UTI89 K1F phage lysis, alamar blue, 2 h; higher % means a stronger effect; one-dose inhibition, % at 100 µM; IC50 in µM for titrated hits; hit rate 0.02% among 340,000;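 active = phage lysis inhibition, versus mean bacterial control, above a set limit; inconclusive = no clear call, values can overlap the other calls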;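 note: capsule biogenesis inhibitors block K1F phage lysis so surviving cells raise fluorescence; higher fluorescence means more inhibition of phage lysis; actives were called in the ten point dose series up to 300 µM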
TNAP activation fold: stimulation of alkaline phosphatase TNAP activity – biochemical, luminescent, no phosphate acceptor, uHTS, primary screen (AID 1001) | purified TNAP, luminescent activation assay, no phosphate acceptor; higher activation fold means a stronger effect | one-dose activation fold at 20 µM; EC50 in µM for titrated hits | hit rate 0.03% among 200,000; in the data active = activation fold from about 3, or a potency from the dose series; inactive = the rest, 99 in 100 with activation fold below about 1.6; note: many of its hits are not listed in these tables
SV40 large T antigen: SV40 large T antigen inhibitors, biochemical (AID 1903); SV40 large T antigen ATPase/helicase inhibition assay; higher % means a stronger effect; one-dose inhibition, % at 20 µM; IC50 in µM for titrated hits; hit rate 0.39% among 310,000; in the data active = a potency from the dose series; inconclusive = inhibition mostly from about 32% at the one dose, without a potency; inactive = the rest, 99 in 100 with inhibition below about 32%; note: strong numbers were not always called active
MgcRacGAP inhibition: MgcRacGAP GTPase-activating activity inhibitors, confirmation, biochemical, ADP Hunter fluorescence; MgcRacGAP-stimulated Rac1 GTP hydrolysis, ADP Hunter fluorescence; higher % means a stronger effect; GST-tagged Rac1 F28L mutant substrate; hit rate 0.6% among 340,000; one-dose inhibition, % at 30 µM; IC50 in µM for titrated hits; AID 624330;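 active = first-screen hits whose inhibition reached a set limit at any dose in the follow-up dose series; inconclusive = inhibition above the set first-screen limit but never retested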;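 note: fluorescence reports GDP produced by GAP-driven GTP hydrolysis; strong numbers were not always called active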
NTR1 agonist: NTR1-driven beta-arrestin-GFP spot formation – imaging, U2OS cells, high content, primary screen (AID 493036) | P30989 | agonist mode | activation, % at 20 µM | hit rate 0.17% among 330,000;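 active = activation at or above 40% of the spot to cytoplasm intensity ratio, with at least 20 cells analyzed; inconclusive = wells under 20 cells, flagged as cytotoxic or low count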;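 note: 0% = DMSO without peptide and 100% = 100 nM NTR1 peptide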
Target sequence (P30989 whole entry, looked up): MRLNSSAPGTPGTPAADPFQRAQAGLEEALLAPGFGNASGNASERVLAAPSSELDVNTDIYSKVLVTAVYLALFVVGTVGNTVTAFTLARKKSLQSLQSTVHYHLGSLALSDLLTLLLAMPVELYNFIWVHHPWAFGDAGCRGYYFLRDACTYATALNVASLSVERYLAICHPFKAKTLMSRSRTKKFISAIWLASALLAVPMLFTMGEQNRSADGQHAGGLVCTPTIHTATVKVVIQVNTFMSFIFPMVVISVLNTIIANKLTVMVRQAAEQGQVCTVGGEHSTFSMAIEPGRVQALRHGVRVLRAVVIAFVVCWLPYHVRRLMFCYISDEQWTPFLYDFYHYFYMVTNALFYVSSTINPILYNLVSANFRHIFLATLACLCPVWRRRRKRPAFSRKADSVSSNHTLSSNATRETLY
Myeloid diff 2: myeloid differentiation induction. ER-HoxA9 myeloid progenitors, lysozyme-GFP differentiation, flow cytometry. calls only at 10 µM. hit rate 1% among 360,000. AID 624256;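 active = normalized GFP-positive differentiation at or above the plate's own cutoff, the solvent-only control mean plus 3 SD; inconclusive = no clear call, values can overlap the other calls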;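 note: cells exposed to compound for four days before flow analysis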
T cell HTS: modulates CD8 T cell binding to vesicles | 2C CD8+ T cell-vesicle binding, flow cytometry; active compounds read low | calls only at 7 µM | hit rate 0.068% among 330,000 | AID 2052;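 active = response, share of CD8 T cells binding vesicles, and their 90th percentile fluorescence all below set limits, cut at about 80% in these data, passing the limit was not always enough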
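Incubation: binding step 1.5 h, 37 °C, antibody labelling 20 min, ice; system: murine 2C transgenic CD8+ T lymphocytes; technique: cytometric PE anti-B7-1 and Alexa647 anti-CD8 signals after 1% paraformaldehyde fixation; also added: QL9-charged Drosophila Ld/ICAM-1/B7-1 vesicles; control set: naked versus QL9-loaded vesicles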
T cell HTS vesicle-bound %: also measured in T cell HTS; calls as there; double positive events, %; measured here: CD8+ vesicle-bound cell fraction;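 binding gate set so that unloaded-vesicle control wells show 10% double positive cells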
NTR1 agonist cell count 20 µM: also measured in NTR1 agonist; calls as there; cell count; measured here: cell count, cytotoxicity flag
Myeloid diff 2 GFP+ MAC1+ %: also measured in Myeloid diff 2; calls as there; GFP+ MAC1+ double positive, %; measured here: differentiation confirmed by MAC1 staining
The depositor's hits bear a star; i = inactive; ? = inconclusive; nt = no result given; + = active, no number; & = joins results of further samples; [ ] = dose if it differs, or a comment. Not a hit list; about 2.3% have a hit in one of these screens.

SMILES	RSV antiviral HEp-2	PhoP inhibition	K1F lysis inhibition	TNAP activation fold	SV40 large T antigen	MgcRacGAP inhibition	NTR1 agonist	NTR1 agonist cell count 20 µM	Myeloid diff 2	Myeloid diff 2 GFP+ MAC1+ %	T cell HTS	T cell HTS vesicle-bound %
CCc1cc(C(=O)Nc2cc(Cl)ccc2N2CCN(C)CC2)sc1C	-2.5%	2.9%	1.0%[50 µM]	nt	8.4%	-3.0%	0.7	68	i	1.1	i	36.5
CC(NC(=O)c1ccccc1Cl)C1CC2CCC1C2 (centres undefined)	1.8%	2.1%	0.0%	nt	1.6%	2.2%	-0.1	47	i	0.4	i	17.9
Cc1cc(C)n(C(=O)CNC(=O)c2ccco2)n1	0.6%	4.9%	2.5%	1	6.9%	6.8%	-0.2	56	i	9.1	i	28.2
O[C@H]1COC2C1OC[C@@H]2O (some centres undefined)	1.1%	-4.2%	2.9%	1	3.6%	1.9%	-0.4	58	i	1.2	i	20.3
O=C(CNC(=O)c1cccc(F)c1)N/N=C/c1ccc(O)c([N+](=O)[O-])c1	0.5%	9.6%	-2.2%	1	7.9%	3.5%	0.1	44	i	0.5	i	49.0
O=C(Oc1cc(=O)oc2c1c(=O)n1c3c(cccc23)CC1)c1ccc(F)cc1	4.5%	-25.7%	nt	nt	8.5%	nt	2.3	31	i	0.0	i	33.1
CCOc1ccccc1N(C)C(=O)Cn1ncc2c([nH]c3ccccc32)c1=O	3.0%	-6.8%	0.2%	nt	9.0%	-2.1%	0.1	51	i	1.1	i	54.1
Cn1ccnc1C(=O)c1ccc(NN)c([N+](=O)[O-])c1	2.1%	6.6%	0.1%	0.9	18.1%	9.4%	-0.1	83	i	0.1	i	53.6
C[C@@H](C(=O)NCc1ccc(S(C)(=O)=O)cc1)[C@@H]1C[C@@]1(C)[C@@H](NC(=O)OCc1ccccc1)c1ccccc1	4.2%	12.6%	3.9%	1.1	9.1%	8.1%	2.5	97	i	1.3	i	36.6
O=C(COc1ccc(/C=N/NC(=O)c2cccnc2)cc1)Nc1ccccc1	0.3%	4.5%	0.2%	nt	2.4%	11.2%	0.7	69	i	0.7	i	35.8
Cc1ccc(CN2CCN(Cc3cnc(C)s3)CC2CCO)o1 (centres undefined)	0.0%	1.3%	0.0%	1.1	7.2%	-9.3%	0.7	91	i	0.6	i	49.3
CC(C)(C)C(=O)N(Cc1ccccc1)c1ccccn1	-0.3%	-14.2%	0.1%	1.1	3.0%	-0.7%	-1.0	52	i	0.5	i	51.3
CCCNC(=O)COC(=O)c1ccc(S(=O)(=O)N2CCCCCC2)cc1	0.8%	0.0%	-0.6%	1.1	5.4%	6.7%	0.7	49	i	0.7	i	37.7
C=CCn1c(SCC(=O)Nc2c(C)cccc2C)nnc1-c1cnccn1	0.3%	-1.2%	0.3%	1.1	-5.0%	8.6%	2.6	77	i	1.1	i	11.7
Cc1cc(C(=O)CN2C(=O)NC3(CCCCC3)C2=O)c(C)n1Cc1ccc2c(c1)OCO2	?	8.5%	0.7%	1	2.8%	0.8%	2.7	89	i	0.6	i	50.6
COc1ccc(OCC(O)CN2C(=O)NC(C)(C)C2=O)cc1 (centres undefined)	0.2%	-8.8%	0.0%	1.1	22.4%	4.6%	-0.1	92	i	1.1	i	13.0
CC(=O)c1cccc(NC(=O)CC2S/C(=N/N=C/c3cccs3)NC2=O)c1 (centres undefined)	2.0%	4.7%	1.7%	1	5.5%	1.0%	-0.6	68	i	0.1	i	56.1
Cc1ccnc(Nc2nc(-c3c(C)nc4sccn34)cs2)c1	3.6%	-1.7%	0.6%	1.1	5.7%	11.7%	2.6	77	i	0.6	i	35.3
O=C(COC(=O)/C=C/c1ccccc1)NC(=O)NCc1ccccc1	0.4%	nt	0.6%[50 µM]	nt	nt	5.0%	-1.6	66	i	0.9	i	49.0
Cc1cccc(C)c1NC(=O)c1c[nH]c2ccccc12	17.0%	-0.1%	0.1%	nt	3.6%	6.6%	0.3	50	i	0.4	i	55.0
COc1ccccc1/C=N/NS(=O)(=O)c1ccccc1	0.6%	-6.1%	0.1%	nt	0.2%	7.8%	0.4	101	i	0.2	i	13.6
CCc1ccccc1NC(=O)NNC(=O)CCc1ccc(OC)cc1	1.4%	-2.2%	1.9%[50 µM]	nt	11.9%	7.8%	0.1	64	i	1.4	i	63.3
c1ccc(-c2cc3c(N4CCCCC4)ncnc3s2)cc1	?	-9.7%	0.0%	1.1	3.4%	13.5%	4.8	31	i	0.5	i	42.9
Cc1cc2c(cc1C)C(c1cccc(F)c1)CC(=O)N2 (centres undefined)	2.9%	-4.1%	0.2%	nt	16.7%	3.1%	1.3	59	i	0.9	i	54.7
O=C(c1ccncc1)N1N=C(C2CC2)CC1(O)C(F)(F)F (centres undefined)	1.8%	3.8%	0.2%	1.1	12.1%	10.4%	1.3	80	i	0.2	i	62.9
(next part)
SMILES	RSV antiviral HEp-2	PhoP inhibition	K1F lysis inhibition	TNAP activation fold	SV40 large T antigen	MgcRacGAP inhibition	NTR1 agonist	NTR1 agonist cell count 20 µM	Myeloid diff 2	Myeloid diff 2 GFP+ MAC1+ %	T cell HTS	T cell HTS vesicle-bound %
O=C(CSc1nc2ccccc2s1)Nc1nccs1	-0.3%	15.8%	0.3%	1	-11.6%	7.0%	0.6	77	i	0.7	i	37.2
CCCCN1C(=O)C(=O)N(CC(=O)Nc2cccc(C(C)=O)c2)C1=O	0.8%	nt	1.3%[50 µM]	nt	nt	4.1%	-2.9	57	i	1.3	i	47.0
CCOC(=O)N1CCN(C2CCCN(C(=O)c3cccc(Cl)c3)C2)CC1 (centres undefined)	1.4%	0.4%	0.0%	nt	21.9%	12.1%	-0.2	61	i	1.0	i	25.2
Cc1cc(S(=O)(=O)Nc2noc3ccccc23)ccc1F	-1.3%	-0.5%	0.3%	nt	19.2%	4.0%	1.1	91	i	1.2	i	56.0
Cc1cc(C(=O)OC(C)C(=O)N2CCc3ccccc32)ccc1[N+](=O)[O-] (centres undefined)	0.1%	5.4%	0.1%[50 µM]	nt	17.9%	-3.1%	1.2	68	i	0.4	i	6.3
O=C(COc1nncc2ccccc12)NCCC1=CCCCC1	2.1%	21.7%	0.4%	1.1	4.8%	6.0%	0.5	74	i	0.5	i	17.9
Cn1nc(C(=O)N2CCOCC2)c([N+](=O)[O-])c1C(=O)N1CCOCC1	1.4%	-1.9%	-0.1%	1.2	12.9%	0.4%	-1.4	102	i	0.6	i	60.5
CN1CCN(C(=O)CCS(=O)(=O)c2cc3c(cc2Cl)NC(=O)CO3)CC1	1.0%	nt	3.3%	nt	nt	0.3%	2.3	54	i	1.7	i	48.0
CC1CC(C)CN(c2ccc([N+](=O)[O-])cc2-c2nn[nH]n2)C1 (centres undefined)	1.4%	-5.7%	0.3%	0.8	10.1%	9.0%	-3.1	39	i	1.5	i	42.4
CC(C)c1ccc(N2C(=O)CC(NNC(=O)c3cccnc3)C2=O)cc1 (centres undefined)	3.1%	15.9%	0.9%	nt	16.4%	7.3%	0.5	45	i	0.2	i	31.9
Cc1ccnc(NS(=O)(=O)c2ccc(NC(=O)c3ccc(Cl)cc3[N+](=O)[O-])cc2)n1	0.1%	-14.5%	0.5%	nt	9.3%	1.6%	1.0	64	i	0.5	i	39.4
CC(=O)Nc1ccc(NC(=O)CSc2nnc(C)n2-c2ccccc2)cc1	2.6%	-6.9%	1.6%	nt	10.1%	4.5%	1.0	50	i	0.2	i	61.6
Cn1c(O)c(N=NC(=O)Cn2ccc(C(F)(F)F)n2)c2ccccc21	2.1%	-10.6%	3.5%	1	-4.2%	1.1%	-0.2	49	i	0.5	i	24.7
CC1=C(C(=O)OC(C)C)C(c2cccs2)N2C(=O)CCSC2=N1 (centres undefined)	-0.4%	3.0%	2.3%	1.1	2.9%	0.3%	-0.4	51	i	0.8	i	30.6
CCOn1c(=O)c(=O)n(OCc2ccccc2)c2ccccc21	3.0%	0.5%	0.1%	1.1	nt	13.4%	-1.4	62	i	0.8	i	18.6
COC(=O)c1ccc(CSc2nc(C)nc3sc(C)c(C)c23)o1	0.1%	4.3%	0.9%	1.1	5.9%	1.8%	3.7	60	i	3.8	i	23.8
COc1ccc(Cn2cc3c(-c4ccc(F)cc4)nnc-3c3cc(OC)c(OC)cc32)cc1	-1.8%	-35.9%	0.1%	1	0.7%	4.4%	45.5*	78*	+	4.2*	i	40.7
CCN(CC)CCOCCOc1cc(C)c(Cl)c(C)c1	-2.4%	2.6%	3.6%	1.1	-1.1%	6.6%	-0.6	62	i	2.4	i	32.6
O=C1NC(c2ccc(F)cc2)Oc2ccccc21 (centres undefined)	0.3%	-1.6%	-0.9%	nt	9.0%	-2.4%	0.4	48	i	0.4	i	29.0
CN(CCOC(=O)/C=C/c1ccccc1)C(C)(C)C	0.0%	-3.4%	2.0%[50 µM]	1.1	5.2%	6.8%	-0.4	56	i	1.3	i	4.1
C=CCOc1nc2c(c(=O)n(C)c(=O)n2C)n1Cc1ccccc1	12.1%	0.1%	-1.6%	nt	16.9%	-12.6%	1.3	60	i	1.2	i	39.6
Cc1ccc(S(=O)(=O)NC2=NCCCCC2)cc1	0.9%	6.1%	0.5%	1	12.2%	8.0%	0.3	84	i	0.3	i	58.6
COc1cc(CNC(C)(C)CO)cc(Br)c1OCc1ccccc1	-3.2%	0.9%	0.1%	1.1	1.9%	7.5%	0.1	47	i	0.4	i	42.8
COc1ccc(OC(=O)CCCN2C(=O)c3ccccc3C2=O)cc1	0.5%	11.9%	5.3%	1.1	4.2%	7.8%	-1.9	60	i	1.1	i	25.6
CCOC(=O)C1CCN(S(=O)(=O)c2cn(C)c(=O)n(C)c2=O)CC1	0.3%	1.4%	0.1%	1	1.0%	6.4%	-1.8	78	i	1.7	i	25.0
O=C(Nc1cccc2nsnc12)c1cccs1	0.9%&8.2%	-1.7%&-0.1%	0.9%&0.1%	1.1&1	5.2%&-1.1%	9.6%&7.5%	-0.2&-0.9	71&87	i	1.1&0.2	i	35.6&10.6
